# VHR inh color – inhibitors of human VHR1 phosphatase (DUSP3). 0.7% of 50,000 active. inhibition, % at 20 µM. P51452. recombinant VHR phosphatase, colorimetric substrate read-out; in the data active = inhibition above about 60%; note: some results filed as inactive read as strong as hits
# Target sequence (P51452 whole entry, looked up): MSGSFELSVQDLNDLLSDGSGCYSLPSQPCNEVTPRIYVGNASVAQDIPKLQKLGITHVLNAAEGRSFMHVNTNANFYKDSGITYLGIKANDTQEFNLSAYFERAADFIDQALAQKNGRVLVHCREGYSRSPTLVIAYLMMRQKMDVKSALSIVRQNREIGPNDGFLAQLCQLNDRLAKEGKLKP
# * = called active by the depositor. This is a subset (hit frequency here may not be typical).
SMILES,VHR inh color
CCOC(=O)c1c(CC(C)C)csc1N1C(=O)c2cccc([N+](=O)[O-])c2C1=O,2
O=c1c2ccccc2nc(/C=C/c2ccc([N+](=O)[O-])cc2)n1Cc1ccccc1,-39
COC(=O)C12CCC3(SCCS3)C(C(=O)OC)(CCC13SCCS3)C2,-12
CCc1ccc(OCC(=O)Nc2cccc(OC)c2)cc1,-11
CC(=O)Oc1cc2ccccc2cc1O,-15
NC(=O)c1ccccc1NC(=O)c1cc2ccccc2o1,7
CCOc1ccc2cc(S(=O)(=O)NCC3CCCO3)ccc2c1 (stereo not drawn),84
O=c1nc(-c2ccc(Cl)cc2)c2cc(Cl)ccc2[nH]1,-49
O=C(O)c1cccc2c(Br)ccc(C(=O)O)c12,1
COc1ccc(C2/C(=C(\O)c3ccccc3)C(=O)C(=O)N2c2cccnc2)cc1OC (stereo not drawn),9
Cc1c(OCC(=O)c2ccc(F)cc2)ccc2c3c(c(=O)oc12)CCCC3,-15
CC(C)CCNS(=O)(=O)c1ccc([N+](=O)[O-])cc1,-26

# Shown field by field: 4 of the compounds above.
Compound: O=C(O)c1cccc2c(Br)ccc(C(=O)O)c12
- VHR inh color: 1
Compound: COc1ccc(C2/C(=C(\O)c3ccccc3)C(=O)C(=O)N2c2cccnc2)cc1OC (stereo not drawn)
- VHR inh color: 9
Compound: Cc1c(OCC(=O)c2ccc(F)cc2)ccc2c3c(c(=O)oc12)CCCC3
- VHR inh color: -15
Compound: CC(C)CCNS(=O)(=O)c1ccc([N+](=O)[O-])cc1
- VHR inh color: -26

# Additional structures:
SMILES,VHR inh color
COc1ccc(C(=O)CN2CCN(CCN3C(=O)c4cccc5cccc(c45)C3=O)CC2)cc1,60
CC1=CC(C)C2COC(c3ccc4c(c3)OCO4)C1C2C (stereo not drawn),-31
Cc1ccc(Cl)c(OCC(O)Cn2c(C)nc3ccccc32)c1 (stereo not drawn),-6
COc1ccc(CN(C)C(=O)c2cccc(C(=O)N(C)Cc3ccc(OC)cc3)c2)cc1,-4
Cc1ccc(Cl)cc1NC(=O)C(=O)NCCO,8
CCOc1ccccc1NC(=O)COc1ccccc1Cl,8
Cc1ccc(N2C(=O)NC(=O)/C(=C\c3ccc(OCc4ccc(C(=O)O)cc4)cc3)C2=O)cc1,19
Cc1ccc(C(=O)N/C(=C\c2cccs2)C(=O)N2CCCC2)cc1,1
O=C(CSc1nc2ccccc2[nH]1)Nc1ccc2c(c1)oc1ccccc12,-7
Cc1cccc(C)c1OCC(=O)N/N=C/c1ccc(O)c([N+](=O)[O-])c1,-6
O=C(CC1(O)C(=O)N(Cc2ccccc2)c2ccccc21)c1cccs1 (stereo not drawn),-33
Cc1nn(-c2ccccc2)c2c1C(c1c(O)ccc3ccccc13)C(C#N)=C(N)O2 (stereo not drawn),17
O=C(O)CC(NC(=O)Cc1ccccc1)c1ccccc1 (stereo not drawn),-16
O=[N+]([O-])c1ccc2c(c1)c(C1=NCCCCC1)c(O)n2-c1c(Cl)cccc1Cl,-2
CC(=O)Nc1ccc(-c2nc(-c3ccccc3)c(-c3ccccc3)[nH]2)cc1,-78
COc1ccc(CCNC(=O)C(=O)Nc2ccc(C)cc2)cc1,-5
COc1ccc(Br)cc1/C=C/C(=O)Nc1ccc(N2CCCCC2)cc1,1
CCOC(=O)C1=C(C)N=c2s/c(=C\c3ccc([N+](=O)[O-])cc3)c(=O)n2C1c1ccc(Cl)cc1 (stereo not drawn),-17
C/C(O)=C(\C(=S)NC(=O)c1ccccc1)C(N)=NC(=O)c1ccccc1,-1
CCCOc1ccc(C(=O)Nc2ccccc2C(=O)OC)cc1,0
CSc1nc2ccccc2c(=O)n1-c1cccc(C)c1,-14
CCOc1ccc(N(CC(=O)OC)S(=O)(=O)c2ccc(Cl)cc2)cc1,3
Cn1c(=O)c2cc(C#N)c(N)nc2n(C)c1=O,-17
COc1ccc(/C=C2\SC(=O)N(CC(=O)NC(C)(C)C)C2=O)cc1OC,12
O=S(=O)(Nc1nc2ccccc2nc1NCc1ccccc1)c1ccc(Cl)cc1,-16
COC(=O)c1ccc(C(=O)OC)c(NC(=O)/C=C/c2ccccc2)c1,-10
NC(=O)/C=C/C(=O)Nc1ccc2c(c1)OCO2,-4
COC(=O)C1=C(C)N(C)C(C)=C(C(=O)OC)C1c1ccc(C(F)(F)F)cc1,55
O=C1NC(=O)C(=Cc2cc([N+](=O)[O-])cc(Br)c2O)C(=O)N1,90
Cc1ccc(N=C2NC(=O)/C(=C\c3cccc(Br)c3)S2)cc1C,-14
O=C(NCCCO)C(=O)NCCc1ccc(Cl)cc1,-29
CN(C)CC1C(=O)N(c2ccccc2)N(c2ccccc2)C1=O,-2
O=C(O)COc1ccc(/C=C2\C(=O)NC(=S)N(c3ccc(F)cc3)C2=O)cc1Br,38
COc1ccc(C2C(=O)c3ccccc3C2=Nc2cccc(C(C)=O)c2)cc1 (stereo not drawn),-25
CN1C(=O)/C(=C/c2ccc(C(=O)O)cc2)SC1=S,-9
COc1ccc(OC(C)C(=O)Nc2ccccc2F)cc1 (stereo not drawn),0
O=C(CN1C(=O)/C(=C/c2cccc(Br)c2)SC1=S)Nc1ccc2c(c1)OCO2,-3
O=C1/C(=C\c2ccc(N3N=C(c4ccccc4)CC3c3ccccc3)cc2)SC(=S)N1C1CCS(=O)(=O)C1 (stereo not drawn),-10
CCCOC(=O)c1ccc(NC(=O)c2cc(I)ccc2Cl)cc1,9
O=C(Nc1ccc(Cl)cc1)C1CC2c3ccccc3C1c1ccccc12 (stereo not drawn),-1
O=[N+]([O-])c1cccc(S(=O)(=O)N2CCc3ccccc3C2)c1,-14
O=C(N/N=C/c1ccc([N+](=O)[O-])o1)c1ccc(Cl)c(Cl)c1,-5
COc1ccc2oc(=O)c(C(=O)NCCC3=CCCCC3)cc2c1,6
Cc1cc(C)nc(NS(=O)(=O)c2ccc(NC(=S)NC(=O)c3ccc(F)c(F)c3)cc2)n1,8
CCOc1ccc(/C=C2\N=C(c3ccccc3Br)OC2=O)cc1,-14
N#Cc1ccc(-c2ccccc2)[nH]c1=S,9
O=c1[nH]cnc(O)c1C(c1ccc2c(c1)OCO2)c1c(O)nc[nH]c1=O,0
CCOc1ccc(-n2sc3c(c2=S)-c2cc(C)cc(C)c2NC3(C)C)cc1,-7

# A different layout for three compounds above.
Structure | VHR inh color
CCOc1ccc(/C=C2\N=C(c3ccccc3Br)OC2=O)cc1 | -14
N#Cc1ccc(-c2ccccc2)[nH]c1=S | 9
O=c1[nH]cnc(O)c1C(c1ccc2c(c1)OCO2)c1c(O)nc[nH]c1=O | 0

# Next compounds follow:
SMILES,VHR inh color
COc1ccc(-c2nnc(-c3ccc4c(c3)OCO4)o2)cc1OC,-2
Cc1ccc(C)n1-n1cnc2scc(-c3ccccc3)c2c1=O,14
CC(C)(C)c1cc(C(=O)N/N=C/c2ccc(O)cc2O)n(-c2ccccc2)n1,-16
O=C(O)c1ccc(CN2CCOCC2)o1,-34
CSc1ccc(S(=O)(=O)N(CC(N)=O)c2ccc(C)cc2)cc1,7
COc1cc(-c2nc3sc4c(c3c(=O)[nH]2)CCCC4)ccc1C,31
CCOC(=O)c1sc2nc(NC(=O)c3ccc([N+](=O)[O-])cc3)sc(=O)c2c1C,-12
CCN1/C(=C/C=Nc2ccccc2)Oc2ccccc21,5
CCOC(=O)c1ccccc1NC(=O)c1ccc(N(C)S(=O)(=O)c2ccccc2)cc1,9
CCOc1ccc(C(=O)N2CC(C)OC(C)C2)cc1OCC (stereo not drawn),13
O=C(Nc1ccccc1)Nc1ccccc1C(=O)O,-33
Cc1ccc(Cl)cc1NC(=O)Cc1ccccc1[N+](=O)[O-],-18
Cc1cc(-n2ccnc2)n2c(nc3ccccc32)c1C#N,9
Cc1ccc(-c2cc(-c3ccncc3)c(C#N)c(N)c2C#N)cc1,-1
COC(=O)c1ccc(CSc2nc3sc4c(c3c(=O)[nH]2)CCCC4)cc1,-26
CCOC(=O)/C(C(=O)Nc1cccs1)=C1\NC(C)(C)Cc2ccccc21,-12
Nc1cc[n+](CC(=O)c2ccccc2)cc1,-33
CCOC(=O)c1ccc(N2NC(=O)/C(=C/c3ccccc3)C2=O)cc1,0
O=[N+]([O-])c1cc(C(O)(C(F)(F)F)C(F)(F)F)cc([N+](=O)[O-])c1Cl,-1
Cc1cc(C)c2nc(Nc3ncc(O)[nH]3)nc(C)c2c1,-11
Cc1cc([N+](=O)[O-])ccc1-c1ccc(/C=C2/C(=O)NC(=S)N(c3ccc(Cl)cc3)C2=O)o1,46
CCOC(=O)C12CC3CC(CC(C3)C1)C2,37
Cc1ccc(C(=O)Nc2nc(C)c(C)s2)cc1[N+](=O)[O-],-4
COc1ccc2ccccc2c1-c1nnc2ccc(C(F)(F)F)cn12,14

# The final 5 entries of the part before come first, to join the parts:
SMILES,VHR inh color
Cc1cc(C)c2nc(Nc3ncc(O)[nH]3)nc(C)c2c1,-11
Cc1cc([N+](=O)[O-])ccc1-c1ccc(/C=C2/C(=O)NC(=S)N(c3ccc(Cl)cc3)C2=O)o1,46
CCOC(=O)C12CC3CC(CC(C3)C1)C2,37
Cc1ccc(C(=O)Nc2nc(C)c(C)s2)cc1[N+](=O)[O-],-4
COc1ccc2ccccc2c1-c1nnc2ccc(C(F)(F)F)cn12,14
O=c1/c(=C\c2cc(Cl)c(O)c(Cl)c2)sc2nc3ccccc3n12,8
CN1C(C)(C)CC(OC(=O)c2ccccc2C(=O)OC2CC(C)(C)N(C)C(C)(C)C2)CC1(C)C,-34
Cc1cc(-c2nc3ccc(Br)cc3c(=O)o2)ccc1[N+](=O)[O-],0
O=C(NCc1ccccn1)c1cccc2ccccc12,-1
COC(=O)c1c(-c2ccc(F)cc2)csc1NC(=O)CCC(=O)O,4
Cc1ccccc1NC(=O)/C=C/c1cccc(C(F)(F)F)c1,-12
Cc1cc(Br)c2c(c1)c(N=NC(N)=S)c(O)n2C,1
CCOc1cc(C2Nc3ccccc3NC3=C2C(=O)CC(c2ccc(OC)cc2)C3)ccc1OC(C)=O (stereo not drawn),-13
Cc1ccc(CSCCNC(=O)c2ccc(CN(c3cccc(Cl)c3)S(C)(=O)=O)cc2)cc1,-4
CC1CCC(CCOC(=O)C(C)(C)C)C1(C)C (stereo not drawn),4
CC1=NN(c2ccccc2)C(=O)C1C(c1ccccc1O)c1c(C)[nH]n(-c2ccccc2)c1=O (stereo not drawn),33
CN1CCc2c1nc1ccccc1c2NC(=O)CN1CCCC1,20
CCOc1ccccc1C(=O)Nc1ccc(F)c(Cl)c1,-15
CSC1=NC(c2ccccc2)C(C(=O)Nc2ccccc2)=C(C)N1 (stereo not drawn),2
Cc1cc(Cl)ccc1OC(C)C(=O)NCc1ccco1 (stereo not drawn),-6
O=C1NC(=S)S/C1=C/c1cccn1-c1cccc([N+](=O)[O-])c1,-26
CCOC(=O)C1=C(O)/C(=C/c2ccc(Cl)c(Cl)c2)SC1=Nc1ccc([N+](=O)[O-])cc1,1
Cc1ccc(N2CC(C(=O)NCC(C)C)CC2=O)cc1 (stereo not drawn),1
CCOc1cccc(C(=O)Nc2ccc(C)cc2[N+](=O)[O-])c1,-2
O=C(NC12CC3CC(CC(C3)C1)C2)c1cncc(O)c1,-8
C=CCOc1ccc(/C=C2\SC(=S)N(c3ccc([N+](=O)[O-])cc3)C2=O)cc1OC,6
COc1cc([N+](=O)[O-])ccc1-c1ccc(/C=C2\C(=O)N(c3cccc(C(=O)O)c3)N=C2C)o1,-23
O=C1c2cc(Cl)c(Cl)cc2C(=O)N1c1cccc(O)c1,-16
CCN(CC)CCCNC(=O)c1ccc(Cl)cc1[N+](=O)[O-],19
O=C(/C=C/c1ccc(Cl)cc1)NCC1(c2ccccc2)CCOCC1,-21
O=C(/C=C/c1ccccc1Cl)NC(c1ccccc1)c1ccccc1,30
CCc1ccccc1NC(=O)/C=C/c1ccc(OC)c(Br)c1,-4
O=C(Nc1ccccc1Br)C1CN(S(=O)(=O)c2ccccc2)CCN1S(=O)(=O)c1ccccc1 (stereo not drawn),-6
O=C1CC(c2ccccc2)CC(O)=C1C=Nc1ccc(Cl)cc1C(=O)c1ccccc1 (stereo not drawn),0
C(=NNc1cc(N2CCCCC2)nc(N2CCCCC2)n1)c1ccco1,-8
CC(c1ccccc1)c1nnc(NC(=O)c2cccs2)s1 (stereo not drawn),-29
O=C(Cc1ccc(Cl)cc1)NCCN1CCOCC1,-15
COc1ccc(/C=C/C(=O)CC(=O)C(Cl)(Cl)Cl)cc1,106
COc1ccc(C(=O)Nc2ccc(Cc3ccncc3)cc2)cc1OC,-6
Cc1cccc(C)c1OCC(=O)NN=Cc1ccc(O)cc1,-10
CC(=O)c1ccc(NC(=O)c2ccoc2C)cc1,-10
O=S(=O)(Nc1ccc(N2CCCCC2)cc1)c1ccc(Cl)cc1,20
CCN1CCOC(c2ccccc2)C(C(=O)OC)C1C(=O)OC (stereo not drawn),-4
COc1ccc(-n2nc3cc(C)c(NC(C)=O)cc3n2)cc1,12
CCCC(=O)Nc1ccc(NC(=O)c2ccc(C)c([N+](=O)[O-])c2)cc1,-10
CC(=O)C1=C(O)C(=O)N(c2ccccn2)C1c1cccc([N+](=O)[O-])c1 (stereo not drawn),-6
COc1ccc(CCNC(=O)COc2ccc(C)cc2C)cc1,8
COc1ccc(Br)cc1/C=C1\C(=O)NC(=S)N(c2ccc(C)cc2)C1=O,8
CCC(c1ccccc1)c1nnc(NC(=O)Nc2ccccc2)s1 (stereo not drawn),-24
O=[N+]([O-])c1cc2c(cc1C=Nc1ccc(OC(F)(F)F)cc1)OCO2,-13
CC(=O)Nc1ccc2c(c1)C(=O)c1ccccc1C2=O,-1
Cc1sc2nc(SC/C=C/c3ccccc3)[nH]c(=O)c2c1C,9
CC(=O)Oc1ccc(C(=O)O)c(OC(C)=O)c1,-28
CN(C)Cc1c(O)ccc2cc(-c3nc4ccccc4s3)c(=O)oc12,1

# Compound activity (PubChem BioAssay)
